HUVEC tox IL1B: cytotoxicity in IL-1B stimulated HUVEC, primary screen, cytotoxicity control for IL-1B NFkB translocation project, imaging, Hoechst nuclear count, IL-1B stimulus; 94,000 compounds, 0.41% hits; cell count reduction, % at 2 µM; HUVEC cell count loss;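 active means cell count reduction more than 3 SD above the screen-wide mean, cut at about 70% in these data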;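 further: normalized per plate to untreated control cells as the no-loss baseline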
PLK1 inh: human PLK1 kinase inhibitors, primary screen, biochemical, TR-FRET | Serine/threonine-protein kinase PLK1 (Homo sapiens), P53350 | inhibition, % at 10 µM | 97,000 compounds, 0.53% hits | recombinant PLK1 kinase, TR-FRET peptide phosphorylation;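 active means inhibition of 50% or more in the single-concentration screen; inactive means inhibition below 50%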;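 further: 0% = DMSO max control and 100% = H-89 dihydrochloride min control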
Target sequence (P53350 whole entry, looked up): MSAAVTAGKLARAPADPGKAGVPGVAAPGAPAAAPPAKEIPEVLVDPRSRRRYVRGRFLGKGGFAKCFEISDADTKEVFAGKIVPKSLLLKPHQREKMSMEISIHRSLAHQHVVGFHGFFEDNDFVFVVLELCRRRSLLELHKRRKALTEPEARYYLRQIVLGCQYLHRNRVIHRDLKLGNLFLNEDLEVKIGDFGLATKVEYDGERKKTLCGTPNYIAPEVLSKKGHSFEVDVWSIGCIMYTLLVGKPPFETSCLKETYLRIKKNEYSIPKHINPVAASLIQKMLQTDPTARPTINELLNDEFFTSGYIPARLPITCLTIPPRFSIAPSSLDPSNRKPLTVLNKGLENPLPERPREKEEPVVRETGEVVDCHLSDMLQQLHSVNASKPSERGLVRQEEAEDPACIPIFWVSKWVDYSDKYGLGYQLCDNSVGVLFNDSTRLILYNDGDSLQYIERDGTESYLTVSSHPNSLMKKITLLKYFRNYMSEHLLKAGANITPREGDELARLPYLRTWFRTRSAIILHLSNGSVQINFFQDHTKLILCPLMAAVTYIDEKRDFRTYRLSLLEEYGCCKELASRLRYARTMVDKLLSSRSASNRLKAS
E coli WT exp: growth inhibitors of wild-type E. coli, primary screen, strain BW25113, expanded library, OD600 | OD600 absorbance | growth inhibition, % at 100 µM | 98,000 compounds, 0.15% hits | AID 710, 2007;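 active means growth inhibition above about 50% at one test dose, limit read from the data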;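 further: growth measured after 20 h incubation at 37 °C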
VCAM1 TNFa inh: inhibitors of TNFa-induced VCAM1 expression, primary screen, imaging, HUVEC, TNFa stimulus, immunofluorescence | 95,000 compounds, 0.48% hits | inhibition, % at 2 µM | HUVEC TNFa-induced VCAM-1 immunofluorescence, high-content imaging;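 active means inhibition above the batch mean plus 3 SD, with images confirmed as a hit by eye, cut at about 37% in these data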;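 further: 0% = TNF-stimulated DMSO wells and 100% = unstimulated control wells; not every result past the cut was called active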
sEH inh: soluble epoxide hydrolase inhibitors, primary screen, biochemical, human sEH | recombinant human sEH enzymatic activity assay | Bifunctional epoxide hydrolase 2 (Homo sapiens), P34913 | inhibition, % at 2 µM | 91,000 compounds, 0.34% hits; in the data active means inhibition above about 80%; further: values of inactives mirror those of a sister screen read the other way; many of its hits are not listed in these tables
Plk1 PBD FP: Plk1 polo box domain binding inhibitors, primary screen, biochemical, fluorescence polarization; Serine/threonine-protein kinase PLK1 (Homo sapiens), P53350; Plk1 PBD phosphopeptide binding; inhibition, %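 (tested at about 20 µM)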; 97,000 compounds, 0.13% hits; AID 693, 2007; in the data active means inhibition above about 34%, passing the limit was not always enough
hDAT+cocaine: changed hDAT dopamine uptake under cocaine IC80, either direction, primary screen, cocaine antagonist project, cell-based, LLC-PK1 hDAT, [14C]-dopamine uptake, MLSMR | 110,000 compounds, 1.3% hits | LLC-PK1 hDAT cells, [14C]-dopamine uptake with cocaine IC80; actives deviate in either direction | AID 449768, 2010 | B-score at 10 µM;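 active means Z score or B-score, a plate-position-corrected score, falls beyond the plate's 99.7% confidence bounds, in either direction; inactive means both scores lie inside the 99.7% bounds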;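 further: scored against the spread of the other compound wells on the same plate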
TNFa cytotox: cytotoxicity in TNFa-stimulated HUVEC, primary screen, cytotoxicity control for VCAM1 expression modulator project, imaging, Hoechst nuclei count; HUVEC TNFalpha-stimulated, Hoechst cell count; cell count reduction, % at 2 µM; 93,000 compounds, 0.17% hits; AID 848, 2007;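 active means cell count reduction exceeding the screen mean by over 5 SD, scaled to untreated wells per plate, cut at about 78% in these data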;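 further: cells counted after 24 h of TNF alpha exposure following the 1 h pretreatment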
F-actin modifier: modifiers of F-actin cytoskeleton organization, primary screen, imaging, HUVEC, phalloidin staining, high-content imaging. HUVEC TNFa F-actin phalloidin imaging. inhibition, % at 2 µM. 91,000 compounds, 0.18% hits. AID 836, 2007;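 active means inhibition above the batch mean plus 3 SD and confirmed as a hit by visual image inspection, cut at about 30% in these data, passing the limit was not always enough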; further: strong numbers were not always called active
* = called active by the depositor.

What do the screens show for `CCCc1nnc(NC(=O)CN2CCN(C)CC2)s1`?
HUVEC tox IL1B: 37; PLK1 inh: 3; E coli WT exp: 6; VCAM1 TNFa inh: 14; sEH inh: -10; Plk1 PBD FP: -34; hDAT+cocaine: -0.76; TNFa cytotox: 6; F-actin modifier: 7

Results for Cc1cnc(NC(=O)c2ccc(-c3nc4ccccc4s3)o2)s1 ?
HUVEC tox IL1B: 1; PLK1 inh: -6; E coli WT exp: -17; VCAM1 TNFa inh: 1; sEH inh: -17; Plk1 PBD FP: -25; hDAT+cocaine: 0.015; TNFa cytotox: -29; F-actin modifier: 33

Results for Cc1cc(C(=O)NCc2cccnc2)n(-c2ccccc2)n1 ?
HUVEC tox IL1B: 5; PLK1 inh: -3; E coli WT exp: 0; VCAM1 TNFa inh: 20; sEH inh: -7; Plk1 PBD FP: 9; hDAT+cocaine: -0.08; TNFa cytotox: -11; F-actin modifier: -3

Results for Cc1cc(C)c(S(C)(=O)=O)c(S(=O)c2ccc(Cl)cc2)n1 (stereo unspecified) ?
HUVEC tox IL1B: -10; PLK1 inh: 8; E coli WT exp: 9; VCAM1 TNFa inh: 4; sEH inh: 2; Plk1 PBD FP: 45; hDAT+cocaine: -0.51; TNFa cytotox: -36; F-actin modifier: -12

Results for COC(=O)c1ccc2c(c1)NC(=O)C(N1CCCCC1)S2 (stereo unspecified) ?
HUVEC tox IL1B: -5; PLK1 inh: -13; E coli WT exp: -1; VCAM1 TNFa inh: 3; sEH inh: -16; Plk1 PBD FP: -3; hDAT+cocaine: -0.88; TNFa cytotox: -4; F-actin modifier: -1

What do the screens show for `CCn1c(SCc2nc(-c3ccccc3)no2)nnc1-c1ccco1`?
HUVEC tox IL1B: -9; PLK1 inh: -12; VCAM1 TNFa inh: 10; sEH inh: 8; Plk1 PBD FP: 4; hDAT+cocaine: 1.1; TNFa cytotox: -20; F-actin modifier: 11

What do the screens show for `COc1cc(CN2CCN(S(=O)(=O)c3ccc(F)cc3)CC2)cc(OC)c1OC`?
HUVEC tox IL1B: 9; PLK1 inh: 1; E coli WT exp: 2; VCAM1 TNFa inh: 4; sEH inh: 5; Plk1 PBD FP: 10; hDAT+cocaine: -0.1; TNFa cytotox: -8; F-actin modifier: -11

What do the screens show for `CCOc1ccc(-c2nnc(NC(=O)CCCOc3cccc(C)c3)o2)cc1`?
HUVEC tox IL1B: -9; PLK1 inh: -15; E coli WT exp: 0; VCAM1 TNFa inh: 5; sEH inh: 7; Plk1 PBD FP: 3; hDAT+cocaine: 0.97; TNFa cytotox: -11; F-actin modifier: 32

What do the screens show for `Cc1cc(=O)oc(C)c1C(=O)N[C@@H]1CCCCNC1=O`?
PLK1 inh: -10; E coli WT exp: 0; VCAM1 TNFa inh: 5; Plk1 PBD FP: -24; hDAT+cocaine: -0.24; TNFa cytotox: -3; F-actin modifier: -4

What do the screens show for `CCC(=O)N(CC)c1nc(-c2cc(OC)ccc2OC)cs1`?
HUVEC tox IL1B: -56; PLK1 inh: -16; VCAM1 TNFa inh: -10; sEH inh: 3; Plk1 PBD FP: -12; hDAT+cocaine: -0.37; TNFa cytotox: -7; F-actin modifier: -10

What do the screens show for `O=C(CSc1nc2ccccc2c(=O)n1NC(=O)c1ccccc1)c1ccc(Cl)cc1`?
HUVEC tox IL1B: 10; PLK1 inh: -10; E coli WT exp: -5; VCAM1 TNFa inh: 11; sEH inh: -5; Plk1 PBD FP: 3; hDAT+cocaine: -1.8; TNFa cytotox: 7; F-actin modifier: -23

How did COc1cc(/C=N/N2CCN(c3ccccc3OC)CC2)ccc1O do in these assays?
HUVEC tox IL1B: -3; PLK1 inh: -9; E coli WT exp: 1; VCAM1 TNFa inh: 8; sEH inh: 1; Plk1 PBD FP: 4; hDAT+cocaine: 1.2; TNFa cytotox: -14; F-actin modifier: -2

Results for O=C(Cc1cccs1)Nc1nnc(CCc2ccccc2)s1 ?
HUVEC tox IL1B: 8; PLK1 inh: -4; E coli WT exp: 3; VCAM1 TNFa inh: -1; sEH inh: 3; Plk1 PBD FP: -20; hDAT+cocaine: -0.45; TNFa cytotox: -16; F-actin modifier: 8

How did COC(=O)c1ccn(C(=O)c2ccc(Cl)cc2)n1 do in these assays?
HUVEC tox IL1B: -6; PLK1 inh: -2; E coli WT exp: -7; VCAM1 TNFa inh: -12; sEH inh: -2; Plk1 PBD FP: -2; TNFa cytotox: -3; F-actin modifier: 18

What do the screens show for `CCOC(=O)NCN1C(=O)C2C3C=CC(C3)C2C1=O` (stereo unspecified)?
HUVEC tox IL1B: 1; PLK1 inh: -7; E coli WT exp: -2; VCAM1 TNFa inh: 13; sEH inh: 2; Plk1 PBD FP: 30; hDAT+cocaine: -0.076; TNFa cytotox: -48; F-actin modifier: 11

Results for COC(=O)c1c(C)oc2cc(Br)c(OCC(=O)C(C)(C)C)cc12 ?
HUVEC tox IL1B: -17; PLK1 inh: -10; E coli WT exp: 5; VCAM1 TNFa inh: 3; Plk1 PBD FP: -7; hDAT+cocaine: -1.7; TNFa cytotox: 3; F-actin modifier: -11

Results for Cc1ccc(C2=NNC(=O)C(c3ccc(Cl)cc3)C2)cc1 (stereo unspecified) ?
HUVEC tox IL1B: -47; PLK1 inh: 5; E coli WT exp: 1; VCAM1 TNFa inh: 0; sEH inh: -10; Plk1 PBD FP: -7; hDAT+cocaine: 0.012; TNFa cytotox: -13; F-actin modifier: -3

How did Cc1nn(-c2ccccc2)c(C)c1/C=N/NC(=O)c1cc(C2CC2)[nH]n1 do in these assays?
HUVEC tox IL1B: -2; PLK1 inh: -5; E coli WT exp: -2; VCAM1 TNFa inh: 1; sEH inh: -4; Plk1 PBD FP: 14; hDAT+cocaine: 1.1; TNFa cytotox: -22; F-actin modifier: 15

Results for COc1ccc(-c2cc(C(=O)O)c3c(C)nn(-c4ccccn4)c3n2)cc1 ?
HUVEC tox IL1B: -10; PLK1 inh: -10; E coli WT exp: 3; VCAM1 TNFa inh: -3; sEH inh: -10; Plk1 PBD FP: -7; TNFa cytotox: 0; F-actin modifier: 0

What do the screens show for `NC(=O)C1CCN(C(=O)CN2CCc3ccccc32)CC1`?
HUVEC tox IL1B: -12; PLK1 inh: -6; E coli WT exp: -5; VCAM1 TNFa inh: 15; sEH inh: 14; Plk1 PBD FP: -15; hDAT+cocaine: -0.87; TNFa cytotox: -2; F-actin modifier: 4

By substructure, the compounds so far containing an aryl thioether with sulfur outside any ring
What do the screens show for `CCn1c(SCc2nc(-c3ccccc3)no2)nnc1-c1ccco1`?
HUVEC tox IL1B: -9; PLK1 inh: -12; VCAM1 TNFa inh: 10; sEH inh: 8; Plk1 PBD FP: 4; hDAT+cocaine: 1.1; TNFa cytotox: -20; F-actin modifier: 11

What do the screens show for `O=C(CSc1nc2ccccc2c(=O)n1NC(=O)c1ccccc1)c1ccc(Cl)cc1`?
HUVEC tox IL1B: 10; PLK1 inh: -10; E coli WT exp: -5; VCAM1 TNFa inh: 11; sEH inh: -5; Plk1 PBD FP: 3; hDAT+cocaine: -1.8; TNFa cytotox: 7; F-actin modifier: -23

The list continues.
Results for CCCCC(=O)Nc1ccc(NC(=O)c2cc(OC)c(OC)c(OC)c2)cn1 ?
HUVEC tox IL1B: -21; PLK1 inh: 2; E coli WT exp: -5; VCAM1 TNFa inh: -44; sEH inh: 2; Plk1 PBD FP: -28; hDAT+cocaine: -1.1; TNFa cytotox: -56; F-actin modifier: 5

Results for CSc1nc(C)cc(OCNC(=O)c2cccs2)n1 ?
HUVEC tox IL1B: 4; PLK1 inh: -15; E coli WT exp: -6; VCAM1 TNFa inh: -3; sEH inh: -10; Plk1 PBD FP: -21; TNFa cytotox: -2; F-actin modifier: 35

What do the screens show for `COc1ccc(/C=N/n2cnnc2SCc2ccc(OC)cc2)cc1`?
HUVEC tox IL1B: 5; PLK1 inh: -12; E coli WT exp: 2; VCAM1 TNFa inh: 11; sEH inh: 2; Plk1 PBD FP: -20; hDAT+cocaine: 1.3; TNFa cytotox: -23; F-actin modifier: 33

How did Cc1nn(C(=O)c2cccnc2)c(C)c1Sc1ccc(Br)cc1 do in these assays?
HUVEC tox IL1B: 7; PLK1 inh: 4; E coli WT exp: 15; VCAM1 TNFa inh: -8; sEH inh: 6; Plk1 PBD FP: 2; hDAT+cocaine: -0.81; F-actin modifier: 4

What do the screens show for `Cc1ccc(-n2nnnc2-c2cnn(-c3ccc(F)cc3)c2C(F)(F)F)cc1`?
HUVEC tox IL1B: -13; PLK1 inh: -17; VCAM1 TNFa inh: -20; sEH inh: -8; Plk1 PBD FP: 8; hDAT+cocaine: 0.0022; TNFa cytotox: -15; F-actin modifier: 3

What do the screens show for `O=C1NCC2=C1C(c1ccccc1)Nc1ccccc1N2` (stereo unspecified)?
HUVEC tox IL1B: -130; PLK1 inh: -8; E coli WT exp: 6; VCAM1 TNFa inh: -5; sEH inh: 8; Plk1 PBD FP: 13; hDAT+cocaine: 0.012; TNFa cytotox: -19

What do the screens show for `CCCOC(=O)c1ccc(Oc2cn[nH]c2-c2ccc(OC)cc2O)cc1`?
HUVEC tox IL1B: -32; PLK1 inh: -6; E coli WT exp: -2; sEH inh: 2; Plk1 PBD FP: 17; F-actin modifier: -47

What do the screens show for `Cc1cccn2cc(CNC(=O)c3ccco3)nc12`?
HUVEC tox IL1B: -62; PLK1 inh: -12; E coli WT exp: 5; VCAM1 TNFa inh: 1; sEH inh: 3; Plk1 PBD FP: -21; hDAT+cocaine: -0.68; TNFa cytotox: -33; F-actin modifier: -11

Results for CCCOC(=O)CSC1=C(C#N)C(c2ccc3c(c2)OCO3)CC(=O)N1 (stereo unspecified) ?
HUVEC tox IL1B: -22; PLK1 inh: -6; E coli WT exp: -6; VCAM1 TNFa inh: 14; Plk1 PBD FP: -13; hDAT+cocaine: 0.42; TNFa cytotox: -2; F-actin modifier: -3

What do the screens show for `O=C(O)CSc1ncnc2nc[nH]c12`?
HUVEC tox IL1B: -12; PLK1 inh: 33; E coli WT exp: -11; VCAM1 TNFa inh: 16; sEH inh: 13; Plk1 PBD FP: -1; hDAT+cocaine: -0.37; TNFa cytotox: -19; F-actin modifier: 0

How did Cc1c(Cl)cccc1NC(=O)CN1CCC(NC(=O)C2CCCCC2)CC1 do in these assays?
HUVEC tox IL1B: 12; PLK1 inh: -8; E coli WT exp: 3; VCAM1 TNFa inh: 16; sEH inh: 15; Plk1 PBD FP: -6; hDAT+cocaine: 0.16; TNFa cytotox: -6; F-actin modifier: 7

Results for OC(CN1CCN(c2ccccn2)CC1)Cn1c2ccccc2c2ccccc21 (stereo unspecified) ?
HUVEC tox IL1B: 6; PLK1 inh: -1; E coli WT exp: -2; VCAM1 TNFa inh: 7; sEH inh: 9; Plk1 PBD FP: 14; hDAT+cocaine: 0.8; TNFa cytotox: -8; F-actin modifier: -6

How did O=C(Nc1ccc(NC(=O)C2CC2)cn1)c1ccccc1Cl do in these assays?
HUVEC tox IL1B: 88*; PLK1 inh: -8; E coli WT exp: 3; VCAM1 TNFa inh: 2; sEH inh: -6; Plk1 PBD FP: 5; hDAT+cocaine: 0.91; TNFa cytotox: -2; F-actin modifier: 8

What do the screens show for `COc1ccc(-c2csc(Nc3cccnc3)n2)cc1OC`?
HUVEC tox IL1B: -15; PLK1 inh: -1; E coli WT exp: -19; VCAM1 TNFa inh: 4; sEH inh: 9; Plk1 PBD FP: 4; hDAT+cocaine: 0.51; TNFa cytotox: -14; F-actin modifier: 0

Assay outcomes as filed in PubChem.
